# HTR5A inv ag: HTR5A inverse agonists in luminescence cell assay, primary screen, counter-screen for OPRM1-OPRD1 heterodimer inverse agonist project, full-deck HTS | inhibition, % at 9.3 µM | 5-hydroxytryptamine receptor 5A (Homo sapiens), P47898 | actives 0.083% (n = 340,000) | HTR5A cell line, inverse agonism; in the data active = inhibition mostly above about 23%, no sharp cut-off; inactive = mostly below about 18%;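 note: 0% = cells with DMSO and 100% = no-cell wells with DMSO; some compounds called inactive have numbers as strong as hits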
# AddAB inh: growth inhibition of E. coli expressing H. pylori AddAB, primary screen, AddAB inhibitor project, absorbance; inhibition, % at 11.9 µM; actives 0.29% (n = 330,000); AID 435030, 2010; in the data active = inhibition above about 12%;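 note: 0% = vehicle wells of infected cells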
# PKA-R1A activ: activators of PKA-R1A holoenzyme, primary screen, biochemical, fluorescence polarization, Cy5-IP20, bovine R1A, mouse PKAc | cAMP-dependent protein kinase type I-alpha regulatory subunit (Bos taurus) + … | PKA-R1A dissociation; scaled: DMSO 0%, 113 µM cGMP 100% | activation, % at 11.4 µM | actives 0.083% (n = 340,000);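 active = percent activation above the mean of all tested compounds plus 3 SD, cut at about 19% in these data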;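 note: higher means more PKAc released from R1A so a rise in polarization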
# OPRM1-OPRD1 ag: agonists of OPRM1-OPRD1 heterodimerization, primary screen, cell-based, luminescence; Mu-type opioid receptor (Homo sapiens) + Delta-type opioid receptor (Homo sapiens), …; cells; activation, % at 9.3 µM; actives 0.3% (n = 340,000); AID 504326, 2011; in the data active = activation above about 18%;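 note: 0% = vehicle-treated cells and 100% = reference agonist; values of inactives mirror those of a sister screen read the other way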
# Target sequence (P35372 whole entry, looked up): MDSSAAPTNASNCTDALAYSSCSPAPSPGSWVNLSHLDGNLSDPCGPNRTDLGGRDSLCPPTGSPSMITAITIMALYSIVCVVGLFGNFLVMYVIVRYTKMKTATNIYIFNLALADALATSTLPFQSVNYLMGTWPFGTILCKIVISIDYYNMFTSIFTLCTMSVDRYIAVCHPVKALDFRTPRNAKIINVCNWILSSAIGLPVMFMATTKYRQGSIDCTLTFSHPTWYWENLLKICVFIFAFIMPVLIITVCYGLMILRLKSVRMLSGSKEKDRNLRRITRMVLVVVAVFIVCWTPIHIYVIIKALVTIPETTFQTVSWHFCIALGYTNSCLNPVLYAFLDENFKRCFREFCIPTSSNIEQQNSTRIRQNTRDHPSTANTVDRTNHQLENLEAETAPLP
# Target sequence (P41143 whole entry, looked up): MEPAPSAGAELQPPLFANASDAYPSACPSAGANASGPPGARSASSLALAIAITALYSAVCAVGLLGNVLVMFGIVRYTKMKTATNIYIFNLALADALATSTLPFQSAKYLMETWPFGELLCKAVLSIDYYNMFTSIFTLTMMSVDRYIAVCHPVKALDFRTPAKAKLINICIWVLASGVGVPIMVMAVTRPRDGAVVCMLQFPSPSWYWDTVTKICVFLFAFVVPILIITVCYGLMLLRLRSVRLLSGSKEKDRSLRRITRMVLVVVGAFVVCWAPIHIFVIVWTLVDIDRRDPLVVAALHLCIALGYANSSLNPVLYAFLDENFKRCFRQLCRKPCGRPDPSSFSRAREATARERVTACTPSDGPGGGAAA
# Pemphigus Ab inh: inhibitors of pemphigus antibody binding to DSG3, primary screen, biochemical, bead-based, flow cytometry, scFv-GFP; Desmoglein-3 (Homo sapiens), P32926; actives 0.48% (n = 310,000); DSG3-coupled beads, scFv-anti-DSG3-GFP binding; active compounds read low; binding (percent of control), % at 10 µM;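 active = binding more than 3 SD below its plate's average and above zero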;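 note: hits lower antibody fragment binding to DSG3; some compounds called inactive have numbers as strong as hits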
# OPRM1-OPRD1 inv: inverse agonists of MOR-DOR heterodimerization, primary screen, cell-based, luminescence; Mu-type opioid receptor (Homo sapiens) + Delta-type opioid receptor (Homo sapiens), …; inhibition, % at 9.3 µM; actives 0.21% (n = 340,000); cell-based MOR-DOR heterodimer luminescence, inverse agonism; in the data active = inhibition above about 22%, passing the limit was not always enough;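 note: 0% = cells with DMSO and 100% = wells without cells with DMSO; values of inactives mirror those of a sister screen read the other way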
# E coli growth: E. coli V3065 growth inhibition, primary screen, counter-screen for AddAB inhibitor project, absorbance, OD600. 18 h. inhibition, % at 11.9 µM. actives 0.27% (n = 330,000);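 active = inhibition above the campaign's mean inhibition across all tested compounds plus 3 SD, cut at about 9.9% in these data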;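 note: uninfected addAB+ strain grown without phage in ampicillin broth; 0% = DMSO wells and 100% = ciprofloxacin 0.95 µg/ml wells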
# phage Ecoli inh: growth loss of phage-infected E. coli, primary screen, RecBCD inhibitor project, absorbance, with phage, HTS | inhibition, % at 11.9 µM | actives 0.26% (n = 360,000); in the data active = inhibition above about 11%
# SUMO Mot1 rescue: yeast Mot1-301 growth rescue at high temperature, primary screen, SUMOylation pathway inhibitor project, S. cerevisiae, ATP luminescence, 38.5C | S. cerevisiae Mot1-301 growth rescue; percent above DMSO median, 100 means doubled | AID 2716, 2010 | growth rescue, % at 18.8 µM | actives 1% (n = 320,000);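 active = every valid replicate shows activation above 250% relative to neutral control wells; inactive = the rest, any valid replicate at or below 250%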;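 note: OY570 slx delta 5 strain wells were the positive control but not used for scaling; some compounds called inactive have numbers as strong as hits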
# PfHsp90 yeast 2: growth inhibition of PfHsp90-expressing yeast, primary screen, antimalarial PfHsp90 inhibitor project, S. cerevisiae, BacTiter-Glo luminescence, single point, set 2; BacTiter-Glo ATP, 48 h; yeast lacking PDR1 and PDR3 efflux regulators; inhibition, % at 9.4 µM; actives 0.32% (n = 310,000);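 active = every replicate shows inhibition above about 80%, whatever the replicate mean, limit read from the data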;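 note: 0% = DMSO neutral controls and 100% = 20 µM radicicol positive controls; yeast relying on Plasmodium falciparum Hsp90 in place of its own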
# HTR5A ag ctr: HTR5A agonists in luminescence cell assay, primary screen, counter-screen for OPRM1-OPRD1 heterodimer agonist project, full-deck HTS | actives 0.61% (n = 340,000) | activation, % at 9.3 µM | cell-based; in the data active = activation mostly above about 9.5%, no sharp cut-off; inactive = mostly below about 7.6%;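 note: 0% = cells with vehicle only and 100% = reference agonist; strong numbers were not always called active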
# Active calls of the source: *; nt = not tested or not shown. Rows are unselected; about 3.2% have a hit in one of these screens.
SMILES,HTR5A inv ag,AddAB inh,PKA-R1A activ,OPRM1-OPRD1 ag,Pemphigus Ab inh,OPRM1-OPRD1 inv,E coli growth,phage Ecoli inh,SUMO Mot1 rescue,PfHsp90 yeast 2,HTR5A ag ctr
O=C1CN(c2ccc(Cl)cc2)C2(CCCCC2)S1,-35,5.5,-4,-0.1,126,1,2.2,-0.2,79,-11,3
Cc1cccc(N2CCN(C(=O)COc3cc4oc(=O)cc(C)c4cc3Cl)CC2)c1C,-9,3.4,-13,-2.7,102,14,-1.1,3.0,74,20,-1
CC1CCN(c2oc(-c3ccc(F)cc3)nc2C#N)CC1,-5,-0.5,-10,-0.4,92,2,0.3,1.8,7,-5,1
OCC[C@H]1C[C@H](O)[C@@H](O)[C@]2(CCCCO2)O1,-20,-1.6,2,-0.2,102,1,-2.4,4.5,158,nt,5
Cc1ccc(OCC(=O)Nc2nc(-c3ccccn3)cs2)c(C)c1,17,-5.6,10,3.1,97,-15,-2.9,-1.6,4,5,-1
CC(=O)c1c(C)nc(-c2ccc(OCC(=O)Nc3ccccc3)cc2)n1O,-42,6.2,2,-2.2,110,11,2.9,1.7,-3,17,4
COc1cc([N+](=O)[O-])ccc1-c1ccc(/C=C2\C(=O)ON=C2c2ccccc2)o1,-14,nt,-2,-0.9,91,5,nt,1.5,nt,-131,4
COC(=O)c1cn(C(=O)c2ccccc2Cl)c2ccccc12,-10,-0.5,6,2.1,103,-16,-1.9,5.7,-9,-14,4
COc1cc(C(=O)NNC(=O)/C=C/c2ccccc2)cc(OC)c1OC,-1,-2.0,-12,-2.9,95,15,-1.0,3.2,16,-2,0
COc1ccc(C(=O)NCC(=O)OCC(=O)c2c(C)[nH]c3ccccc23)cc1OC,3,-0.3,9,-0.2,101,1,0.6,1.3,nt,nt,-1
Cc1ccccc1CNC(=O)C(=O)NCC1CCCN1S(=O)(=O)c1cccs1 (stereo unspecified),4,nt,-6,-1.9,123,12,nt,-1.0,nt,13,1
CC(C)(C)c1ccc(C(=O)CCC(=O)OCC(=O)NCCc2ccc(S(N)(=O)=O)cc2)cc1,-1,-1.2,0,-5.2,105,21,0.0,2.4,-15,nt,-3
CNS(=O)(=O)c1cccc(C(=O)OCC(=O)N2CC(C)OC(C)C2)c1 (stereo unspecified),-16,3.9,-3,-0.4,92,3,2.1,2.0,7,-57,6
O=C(N1CCN(c2ccccc2F)CC1)C12CC3CC(CC(C3)C1)C2,-12,5.1,5,13,nt,-80,3.4,3.1,-7,4,5
Cc1ccc(-n2nc(C(=O)NCc3ccc(C)o3)c3c4ccccc4n(C)c3c2=O)cc1,4,2.4,6,-0.5,101,3,-2.2,1.2,213,4,2
COc1ccc(/C=C/C(=O)NC(=S)NNC(=O)Cc2cccs2)cc1OC,9,1.7,4,-3.4,97,19,-1.9,0.8,-11,-26,-1
CCC(C)NC(=O)CNC(=O)Cn1c(C)cc2ccccc2c1=O (stereo unspecified),-19,1.0,4,-1.7,nt,11,1.7,2.4,187,0,0
CCC(N)C12CC3CC(CC(O)(C3)C1)C2 (stereo unspecified),6,-3.9,6,1.3,102,-7,0.8,2.0,136,3,-2
CN(C)S(=O)(=O)N1CCN(c2cc(Cl)ccc2Cl)CC1,-9,3.2,-1,-1.8,103,10,-0.3,3.0,-33,2,-1
O=C1C2CC=CCC2C(=O)N1c1ccc(NCCc2ccc(Cl)cc2)c([N+](=O)[O-])c1 (stereo unspecified),18,0.7,-6,0.2,98,-1,-2.1,3.1,-11,-2,-5
CCO[C@@H]1OC(C(=O)O)=C[C@H](c2csc3ccccc23)[C@H]1CCCO,18,0.5,11,-0.7,103,4,0.6,-0.2,-11,6,8
O=C(Nc1ccccc1F)n1ncc2cc(Cl)ccc21,-6,2.2,6,0.3,87,-2,1.8,-0.6,3,1,1
Cc1cc(Br)c(Cl)cc1NC(=O)CN1C(=O)C2C3CC(c4ccccc4)C(C3)C2C1=O (stereo unspecified),-4,-0.3,-18,-0.2,93,1,-2.1,4.8,-6,5,-1
Cc1ccc(-c2noc(=O)n2CC(=O)c2ccc(Cl)cc2)cc1,4,2.9,-2,6.2,103,-34,2.4,2.9,-2,5,2
Cc1ccc(NC(=O)NNC(=O)c2snnc2C)cc1,-13,3.2,6,-2.5,107,13,3.8,4.1,3,7,-1
# (list continues)
SMILES,HTR5A inv ag,AddAB inh,PKA-R1A activ,OPRM1-OPRD1 ag,Pemphigus Ab inh,OPRM1-OPRD1 inv,E coli growth,phage Ecoli inh,SUMO Mot1 rescue,PfHsp90 yeast 2,HTR5A ag ctr
COc1cc(/C=c2\sc3n(c2=O)C(c2ccccc2)C(c2ccccc2)=NN=3)ccc1O (stereo unspecified),9,0.0,-20,-1.3,102,7,-0.4,5.2,-12,-58,-3
O=C(O)CC1(CC(=O)Nc2ccc(C(F)(F)F)cc2)CCCC1,-36,0.6,2,-1.1,107,5,-1.6,0.6,7,-3,9.5*
O=C(/C=C/c1ccc(OC(F)F)cc1)Nc1cccc(S(=O)(=O)NC2=NCCCCC2)c1,2,5.4,-10,-0.6,103,3,2.1,1.3,-7,-8,6
Fc1ccc(Nc2nnc(C(F)(F)F)s2)cc1Cl,-17,14*,8,1.9,91,-10,16*,14*,82,-19,-1
O=C(COC(=O)C1CCN(S(=O)(=O)c2ccc(Cl)c(C(F)(F)F)c2)CC1)NCc1ccco1,-10,-0.8,-7,1.2,104,-8,0.2,3.5,10,-6,-1
CCCSc1nc2c(c(=O)[nH]c(=O)n2C)n1CCc1ccccc1,0,2.8,-4,-2.3,nt,10,-2.1,1.6,24,-7,9
COc1ccc(-c2noc(CSc3nc(-c4ccccc4)cc(=O)[nH]3)n2)cc1OC,-17,0.2,-7,-1.9,110,10,-3.0,0.7,493*,-26,2
Nc1nc(COC(=O)C2CC(=O)N(Cc3ccccc3Cl)C2)nc(Nc2ccccc2)n1 (stereo unspecified),-1,-0.1,-7,-2.4,nt,10,0.3,-1.0,-1,-10,1
COc1ccccc1NC(=S)NCc1ccccn1,-13,-0.9,-4,-3.2,95,15,-0.9,4.7,-17,13,-2
Cc1ccc(NC(=O)COC(=O)c2cccc3c2C(=O)c2ccccc2C3=O)c(C)c1,-2,-0.2,-8,11,100,-48,0.0,6.5,-5,-9,1
C[C@]12c3[nH]c4ccc(Cl)cc4c3CCN1C(=O)[C@@H](CC(=O)NCc1ccco1)C[C@@H]2C(=O)N1CCCCC1,-8,-1.2,4,-1.4,97,7,0.0,0.9,nt,-5,2
NC(=O)COC(=O)c1cc(S(=O)(=O)N2CCN(c3ccccc3)CC2)ccc1Cl,-4,1.0,-3,-2.6,94,15,1.6,3.5,10,4,2
CC1CCc2cc(F)ccc2N1C(=O)CCC(=O)O (stereo unspecified),10,3.2,-9,-2.0,100,11,0.8,2.2,-11,-21,-3
CCOC(=O)c1sc(NC(=S)NC(=O)C2CC2)cc1C,-7,3.9,2,4.1,111,-22,0.7,3.1,-13,-20,-2
COc1ccc(CCNC(=O)C2CCCN(S(=O)(=O)c3cnc[nH]3)C2)cc1OC (stereo unspecified),-18,2.6,-3,-2.8,104,14,-0.1,2.1,19,-8,6
COc1ccc(C(=O)NCc2oc(-c3ccccc3)cc2C(=O)O)cc1,11,-0.6,9,-1.8,109,10,0.1,4.0,9,2,-5
COc1ccc2nccc(C(N)=O)c2c1,10,2.8,0,0.5,100,-3,1.7,1.1,-6,19,-4
CC1CCN(C(=O)CCN2C(=O)C3C4C=CC(C4)C3C2=O)CC1 (stereo unspecified),20,1.1,-2,-1.9,104,10,-0.7,2.6,10,-26,2
COc1ccc(OC)c(-n2c(-c3ccc(S(C)(=O)=O)cc3)cc(C=O)c2C)c1,1,3.7,-7,-1.1,112,6,-0.4,2.8,-6,0,0
COCCNC(=S)NCc1cccs1,-29,1.2,-8,-1.0,102,5,0.2,0.8,32,7,-1
O=C(NCc1ccccn1)c1cccc(NS(=O)(=O)c2ccccc2F)c1,-27,0.6,-8,0.3,100,-2,2.6,0.6,13,2,3
COc1ccc(OCCCC(=O)NCC(C)C)cc1,-15,4.2,6,-1.0,103,6,2.1,3.1,4,-3,-1
O=[N+]([O-])c1ccccc1S(=O)(=O)NCCSCc1ccco1,2,-0.9,2,1.2,101,-5,-0.2,-1.4,57,-3,-3
Cc1onc(-c2c(Cl)cccc2Cl)c1C(=O)N1CCN(Cc2ccccc2)CC1,-6,-0.1,2,0.6,nt,-4,-1.3,2.1,48,1,2
N#Cc1ccc(OCC(=O)Nc2ccncc2)cc1,-9,5.3,2,1.6,107,-13,0.5,1.8,14,27,3
# More records:
SMILES,HTR5A inv ag,AddAB inh,PKA-R1A activ,OPRM1-OPRD1 ag,Pemphigus Ab inh,OPRM1-OPRD1 inv,E coli growth,phage Ecoli inh,SUMO Mot1 rescue,PfHsp90 yeast 2,HTR5A ag ctr
CCOC(=O)c1n[nH]n2c1nc(=O)c1ccccc12,-7,nt,-9,-1.2,95,7,nt,0.7,1,6,2
N#Cc1ccc(-c2ccc(F)cc2)nc1Oc1ccccc1,8,0.8,5,5.9,83,-31,-0.4,4.2,nt,nt,0
O=C(COC(=O)c1cccnc1Cl)NC12CC3CC(CC(C3)C1)C2,-1,-0.5,-7,-1.4,101,8,0.2,2.7,-7,nt,0
CC(=O)c1cccc(NC(=O)Cn2cnc(S(=O)(=O)N3CCCCC3)c2)c1,-3,-0.8,5,-1.4,nt,8,0.3,1.7,-4,-5,-2
Cc1c(-n2cc(C(=O)O)c(=O)c3cc(F)c(N4CCCC(O)C4)c(F)c32)c(=O)n(-c2ccccc2)n1C (stereo unspecified),12,2.4,-8,-2.5,83,12,0.8,0.7,-16,10,2
Cc1ccc(C=C2C(=O)c3ccccc3C2=O)o1,-2,3.9,3,1.0,113,-6,0.0,2.3,-20,-45,0
CCN(CC)S(=O)(=O)c1cccc(-c2n[nH]c(=S)n2C(C)COC)c1 (stereo unspecified),30,3.3,-1,-1.1,103,6,-0.1,3.3,209,-6,-1

# Bioassay records from PubChem BioAssay.
